Compound activity: PubChem, several laboratories
IDE cell inh = cellular human IDE inhibition; P14735; AID 434962; HEK cells, FAbetaB cleavage, fluorescence polarization; hit rate 0.41% among 320,000; inhibition, % at 5.59 µM;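 active = percent inhibition above the average of all tested compounds plus 3 SD, set per screening campaign, cut at about 16% in these data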;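 also: IDE supplied by intact live HEK cells; FP after avidin binding of uncleaved biotin substrate so inhibition keeps polarization high; 0% = DMSO wells and 100% = 60 µM reference IDE inhibitor Ii1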
HCV NS3 hel inh = HCV NS3 helicase inhibition; NS3 helicase DNA unwinding, Cy5 molecular beacon fluorescence; hit rate 0.56% among 290,000; inhibition, % at 10.9 µM; AID 1800;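 active = inhibition above the mean of all tested compounds plus 3 SD, set per campaign, cut at about 35% in these data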;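 also: 0% = DMSO wells and 100% = thioflavine S control wells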
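assay system = NS3 helicase fragment of HCV | buffer or medium = MOPS pH 6.5, MgCl2, DTT, Tween20, BSA | timing = 60 min unwinding reaction at 25 °C after ATP addition | signal = Cy5 beacon fluorescence read at start and 1 h | read-out basis = % inhibition of unwinding | control set = low DMSO, high thioflavine S at 110 µM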
IMP-1 inhibitor = inhibitors of Pseudomonas aeruginosa IMP-1 metallo-beta-lactamase; AID 1556; hit rate 0.45% among 290,000; inhibition, % at 5.6 µM; purified IMP-1, nitrocefin hydrolysis, epi-absorbance fluorescence;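 active = inhibition above the mean plus 3 SD of all compounds in the same screening run, cut at about 4.5% in these data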;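 also: 0% = IMP-1 with DMSO and 100% = DMSO wells lacking enzyme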
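system = purified recombinant IMP-1 beta-lactamase | amount = 0.2 nM IMP-1, as dispensed | medium = HEPES buffer pH 7.1 with ZnSO4 and Brij 35 | times = 25 °C, 15 min preincubation, 25 min reaction | detection = plate fluorescence quenching by hydrolysis product, ex 480/em 530 nm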
VIM-2 inh = blocks Pseudomonas aeruginosa VIM-2 metallo-beta-lactamase | purified VIM-2, nitrocefin hydrolysis, epi-absorbance fluorescence | inhibition, % at 5.6 µM | hit rate 0.89% among 290,000 | AID 1527;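 active = inhibition above the mean of all tested compounds plus 3 SD, cutoff set per screening run, cut at about 7.5% in these data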;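 also: red hydrolysis product quenches plate fluorescence so inhibitors raise well fluorescence; 0% = enzyme with DMSO and 100% = DMSO without enzyme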
CRFBP-R2 block = antagonists of CRF-binding protein/CRF-R2 receptor complex; HEK293 CRF-R2/CRF-BP, CRF-induced calcium fluorescence; inhibition, % at 11.8 µM; hit rate 0.59% among 350,000; AID 588475;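 active = inhibition of the ligand-induced calcium signal above about 50% at the single tested concentration, limit read from the data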
GalR3 antag = blocks the human galanin receptor 3; inhibition, % at 3 µM; O60755; hit rate 0.44% among 360,000; HEK293 GalR3-CNG cAMP membrane potential fluorescence; galR3 body fused to GalR1 C-terminus;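 active = inhibition above the screen-wide average plus 3 SD, cut at about 13% in these data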;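 also: forskolin and galanin both at EC90 stimulate the cells; cAMP rise reported by CNG channel membrane potential dye signal; 0% = forskolin plus galanin with DMSO and 100% = forskolin alone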
p-CIP stab down = compounds decreasing mouse p/CIP protein stability; Q05BA5; F442A p/CIP-EGFP cells, EGFP fluorescence, 16 h; decrease of EGFP signal, % at 10 µM; hit rate 0.01% among 290,000; AID 1984;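 active = EGFP signal decrease of at least 30% at 10 µM or well 3 SD below plate mean, unless failing retest; inactive = the rest, including hits failing retest or dose response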; also: some compounds called inactive have numbers as strong as hits; many of its hits are not listed in these tables
Target sequence (Q05BA5 1-1403): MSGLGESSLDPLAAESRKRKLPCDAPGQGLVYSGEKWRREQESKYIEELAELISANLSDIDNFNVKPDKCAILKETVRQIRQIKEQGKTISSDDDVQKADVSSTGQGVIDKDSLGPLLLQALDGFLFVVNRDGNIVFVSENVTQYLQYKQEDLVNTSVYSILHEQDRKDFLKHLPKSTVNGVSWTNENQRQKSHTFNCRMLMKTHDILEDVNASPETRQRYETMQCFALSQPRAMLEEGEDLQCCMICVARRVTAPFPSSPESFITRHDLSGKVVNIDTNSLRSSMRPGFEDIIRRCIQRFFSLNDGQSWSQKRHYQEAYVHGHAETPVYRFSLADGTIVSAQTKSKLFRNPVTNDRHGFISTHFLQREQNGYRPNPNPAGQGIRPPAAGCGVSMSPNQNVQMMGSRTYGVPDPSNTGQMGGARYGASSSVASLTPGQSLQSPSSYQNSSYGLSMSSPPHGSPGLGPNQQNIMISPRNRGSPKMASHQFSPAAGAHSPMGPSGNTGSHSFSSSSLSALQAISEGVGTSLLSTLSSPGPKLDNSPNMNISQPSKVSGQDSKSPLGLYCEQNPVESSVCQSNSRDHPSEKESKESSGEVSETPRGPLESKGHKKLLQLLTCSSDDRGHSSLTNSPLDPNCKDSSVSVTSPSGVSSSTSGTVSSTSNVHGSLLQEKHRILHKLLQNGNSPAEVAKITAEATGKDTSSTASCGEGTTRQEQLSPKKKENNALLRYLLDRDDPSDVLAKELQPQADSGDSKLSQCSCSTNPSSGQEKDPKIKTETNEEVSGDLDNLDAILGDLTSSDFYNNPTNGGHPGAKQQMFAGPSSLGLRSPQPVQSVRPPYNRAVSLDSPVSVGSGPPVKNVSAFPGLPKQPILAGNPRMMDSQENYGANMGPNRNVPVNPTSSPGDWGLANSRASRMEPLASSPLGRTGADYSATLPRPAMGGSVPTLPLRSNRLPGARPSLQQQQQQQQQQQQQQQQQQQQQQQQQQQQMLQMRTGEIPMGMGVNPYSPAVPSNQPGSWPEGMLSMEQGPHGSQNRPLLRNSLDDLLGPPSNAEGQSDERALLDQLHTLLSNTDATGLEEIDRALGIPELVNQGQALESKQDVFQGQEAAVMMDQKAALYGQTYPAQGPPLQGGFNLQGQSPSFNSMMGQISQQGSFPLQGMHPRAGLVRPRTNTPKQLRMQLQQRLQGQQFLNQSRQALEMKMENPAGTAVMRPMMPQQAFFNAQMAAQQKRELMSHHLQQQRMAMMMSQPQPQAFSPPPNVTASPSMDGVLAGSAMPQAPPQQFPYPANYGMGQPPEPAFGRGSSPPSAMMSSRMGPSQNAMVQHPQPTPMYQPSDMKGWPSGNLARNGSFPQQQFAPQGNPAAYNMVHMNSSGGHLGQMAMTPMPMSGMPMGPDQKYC
IDE act = boosts human insulin-degrading enzyme activity in HEK cells; P14735; FAbeta-B cleavage, fluorescence polarization; 0% vehicle, 100% cell-free pure enzyme wells; activation, % at 5.96 µM; hit rate 0.073% among 340,000;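 active = activation above the mean of all tested compounds plus 3 SD, set per screening campaign, cut at about 17% in these data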
UBC9 SUMO inh = blocks human SUMOylation mediated by UBC9; hit rate 0.36% among 290,000; HTRF SUMOylation assay, SAE1/SAE2 + UBC9, in vitro; AID 2006; inhibition, % at 35 µM; P63279; in the data active = inhibition above about 50%, passing the limit was not always enough; also: strong numbers were not always called active
Active calls of the source: *; . = no result given; & = joins results of further samples.

Sample of the layout (12 entries):
SMILES	IDE cell inh	HCV NS3 hel inh	IMP-1 inhibitor	VIM-2 inh	CRFBP-R2 block	GalR3 antag	p-CIP stab down	IDE act	UBC9 SUMO inh
O=C(C[n+]1ccccc1)N/N=C/c1ccc(Cl)c(Cl)c1	-6	2	-0.4	0.6	-7	-11	-4	1	14
CC(=O)N1CCC(N(CCN2CCOCC2)C(=O)Nc2ccc(Cl)c(Cl)c2)CC1	1	-11	-2.2	-2.9	7	1	.	9	.
COCCN1CCN(C(=O)C2CCC(=O)N(Cc3ccccc3F)C2)CC1 (stereo not given)	-1	1	-2.5	-4.2	10	-3	14	2	10
CC(C)C(NC(=O)c1ccc2c(c1)OCO2)C(=O)N/N=C/c1cccs1 (stereo not given)	-1	-9	-2.7	-1.7	14	0	-19	0	-1
O=C(N/N=C/C=C/c1ccc2c(c1)OCO2)C(O)c1ccccc1 (stereo not given)	3	3	-3.3	-2.9	2	-3	-3	6	15
C/C(=N\NC(=O)Cc1csc(N2CCOCC2)n1)c1ccccc1	7	4	-1.6	0.2	9	-5	8	4	0
COc1ccc(OC)c(-n2nnnc2SCC(=O)Nc2cc(C)ccc2OC)c1	7	-2	-1.9	-3.3	39	0	6	0	-11
CC(NC(=O)CCNS(=O)(=O)c1ccc2c(c1)c(=O)n(C)c(=O)n2C)c1ccccc1 (stereo not given)	6	3	-2.7	-1.6	-14	-1	1	0	4
Cc1ccc(-c2csc3nc[nH]c(=O)c23)cc1C	-3	-5	-1.6	2.1	-12	-11	-4	3	6
O=C1COc2ccc(C(=O)COc3ccc(Cl)cc3Br)cc2N1	3	.	.	.	1	-3	.	-3	.
Cc1ccc(N(C(=O)CS(=O)CC(=O)Nc2ccc(F)cc2)C(C(=O)NC2CCCCC2)c2ccco2)cc1 (stereo not given)	-3	-7	-0.4	-1.2	8	-4	-12	0	-11
Cc1nnnn1-c1cccc(C(=O)O)c1	2	7	-2.3	-3.1	3	0	2	-6	-8

The whole of this part (from the top)
SMILES	IDE cell inh	HCV NS3 hel inh	IMP-1 inhibitor	VIM-2 inh	CRFBP-R2 block	GalR3 antag	p-CIP stab down	IDE act	UBC9 SUMO inh
O=C(C[n+]1ccccc1)N/N=C/c1ccc(Cl)c(Cl)c1	-6	2	-0.4	0.6	-7	-11	-4	1	14
CC(=O)N1CCC(N(CCN2CCOCC2)C(=O)Nc2ccc(Cl)c(Cl)c2)CC1	1	-11	-2.2	-2.9	7	1	.	9	.
COCCN1CCN(C(=O)C2CCC(=O)N(Cc3ccccc3F)C2)CC1 (stereo not given)	-1	1	-2.5	-4.2	10	-3	14	2	10
CC(C)C(NC(=O)c1ccc2c(c1)OCO2)C(=O)N/N=C/c1cccs1 (stereo not given)	-1	-9	-2.7	-1.7	14	0	-19	0	-1
O=C(N/N=C/C=C/c1ccc2c(c1)OCO2)C(O)c1ccccc1 (stereo not given)	3	3	-3.3	-2.9	2	-3	-3	6	15
C/C(=N\NC(=O)Cc1csc(N2CCOCC2)n1)c1ccccc1	7	4	-1.6	0.2	9	-5	8	4	0
COc1ccc(OC)c(-n2nnnc2SCC(=O)Nc2cc(C)ccc2OC)c1	7	-2	-1.9	-3.3	39	0	6	0	-11
CC(NC(=O)CCNS(=O)(=O)c1ccc2c(c1)c(=O)n(C)c(=O)n2C)c1ccccc1 (stereo not given)	6	3	-2.7	-1.6	-14	-1	1	0	4
Cc1ccc(-c2csc3nc[nH]c(=O)c23)cc1C	-3	-5	-1.6	2.1	-12	-11	-4	3	6
O=C1COc2ccc(C(=O)COc3ccc(Cl)cc3Br)cc2N1	3	.	.	.	1	-3	.	-3	.
Cc1ccc(N(C(=O)CS(=O)CC(=O)Nc2ccc(F)cc2)C(C(=O)NC2CCCCC2)c2ccco2)cc1 (stereo not given)	-3	-7	-0.4	-1.2	8	-4	-12	0	-11
Cc1nnnn1-c1cccc(C(=O)O)c1	2	7	-2.3	-3.1	3	0	2	-6	-8
O=C(CNC(=O)c1nc[nH]c1C(=O)N1CCN(c2ccccc2)CC1)OCc1ccccc1	2	2	-3.9	-1.2	-4	3	-29	2	-15
CC(C)c1ccccc1NC(=O)C1CN(S(=O)(=O)c2ccccc2)CCN1S(=O)(=O)c1ccccc1 (stereo not given)	5	-6	-2.9	-4.6	-16	-3	-7	2	-4
CC(=O)Nc1ccc(SCC(=O)c2cc(C)n(C)c2C)cc1	0	-1	1.7	-1.5	47	-2	-1	6	-11
COc1ccc(C2CC(=O)N(CCCN(C)CCc3ccc(OC)c(OC)c3)C2)cc1 (stereo not given)	-1	3	-1.7	-0.1	6	-8	-12	1	19
CC(=O)N1CCOc2ccc(S(=O)(=O)Nc3cccc(C)n3)cc21	8	5	-1.2	-1.9	-11	-8	3	0	1
Cc1ccc(/C=N/c2sc3c(c2C#N)CCCCC3)o1	7	19	-1.1	-0.7	5	-3	3	1	-6
CCOc1ccc(-c2nnc(-c3ccco3)o2)cc1	5	12	-0.5	-0.7	-1	-7	-9	-1	6
CCN(CC)CCN1C(=O)C2C3c4ccccc4C(c4ccccc43)C2C1=O (stereo not given)	1	.	.	.	1	1	-20	5	7
Cc1cccc(NC(=O)Nc2cccc3ccccc23)c1	-6	9	-0.7	-0.8	-24	-3	-12	5	16
Cc1ccc(OCc2nnc(SCC(=O)NCc3ccco3)n2C)cc1	11	9	-3.5	-2.2	-15	-4	-21	1	-20
CCc1ccc(OCc2nnc(SCCN3CCOCC3)n2CC)cc1	5	-2	-2.8	-2.1	21	-6	-7	5	14
Cc1ccccc1NC(=S)N1CCC(NC(=O)c2ccco2)CC1	0	13	-3.3	-3.6	-12	-5	2	4	-31
O=c1cc(/N=C/c2coc3c(ccc4ccccc43)c2=O)[nH]c(=S)[nH]1	8	4	-3.6	-1.9	10	-4	-2	-7	43
Cc1ccc(C)c(N2CCN(C(=O)CCS(=O)(=O)c3ccc4c(c3)CCN4C(=O)C3CC3)CC2)c1	11	-12	-1.1	1.8	7	-10	3	-3	-7
c1ccc2cc(CSCc3nc4ccccc4[nH]3)ccc2c1	7	-6	-3.5	-2.3	-67	-3	-4	-3	-8
O=C1C(Cl)=C(N2CCOCC2)C(=O)N1c1cccc(C(F)(F)F)c1	2	26	-1.6	-0.5	-9	-2	-9	-2	8
C=CCNC(=O)c1cccc2c1C(=O)c1ccc(N3CCOCC3)cc1S2(=O)=O	5	.	.	.	98*	1	.	-2	.
CC(C)c1nc(NCc2ccccc2)c(C#N)c2c1CCCC2	3	4	-1.9	-1.6	3	3	11	4	19
CCN(CC(=O)Nc1cc(Cl)ccc1C)C(=O)c1oc2ccc(OC)cc2c1C	-1	.	.	.	-17	-6	.	3	.
CCOc1ccc2nc(SC3CC(=O)N(c4cccc(OC)c4)C3=O)sc2c1 (stereo not given)	11	9	-4.0	-4.9	0	-2	4	-15	0
Cc1cc(OCC(=O)N2CCCC2)cc(C)c1Cl	-3	-1	-4.7	-2.3	14	4	-11	2	7
COc1cc(/C(C#N)=C/c2ccccc2)c([N+](=O)[O-])cc1OC	7	-8	-0.8	0.4	-11	-3	8	0	3
COc1ccc(OCCOC(=O)c2cccc(-n3cnnn3)c2)cc1	-3	-7	-1.5	-0.6	-4	-4	2	7	-8
CC(=O)N1CCN(S(=O)(=O)c2ccc(S(=O)(=O)NC3CC3)cc2)CC1	5	11	3.2	-1.4	-1	-6	-4	2	-3
CC1=NN(C(N)=S)C(=O)C1N=Nc1ccc(C)c(Br)c1 (stereo not given)	2	40*	-4.5	-2.8	9	-9	10	4	-19
CC(C)(C)C(=O)/C=C(\N)c1ccncc1	0	2	0.2	-6.2	-11	2	-1	2	15
O=C(c1ccccc1F)N1CCN(c2ccc([N+](=O)[O-])c3ncccc23)CC1	-3	-8	-2.7	-0.1	-29	-11	7	2	-6
Cc1cc(Br)cc(Br)c1OCC(=O)NNC(=O)Nc1ccccc1	8	.	.	.	2	-2	.	-4	.
CCc1nnc(NS(=O)(=O)c2ccc(NC(=O)c3cc(Cl)ccc3Cl)cc2)s1	2	3	-0.8	-1.0	28	-3	29	6	8
O=C(NCc1nc2ccccc2[nH]1)C1=C[C@@H](c2ccc(Br)cc2)C[C@@H](OCCCCO)O1	3	-13	-2.2	-4.1	-7	-1	4	0	12
OCCN1CCN(CC(O)COc2ccc3ccccc3c2)CC1 (stereo not given)	2	-6	-1.5	-1.3	8&11	-7&-4	-3	-1	12
CC1(/[N+]([O-])=C\c2ccccc2F)CCCCC1=O (stereo not given)	-4	7	-0.5	5.6	-3	-2	-5	0	22
O=C(NCc1ccccc1)c1nnc(CS(=O)(=O)c2ccccc2)o1	-4	-7	-3.3	-3.2	12	.	-11	6	1
CC1CCN(C(=O)c2[nH]cnc2C(=O)NCC(=O)OC(C)(C)C)CC1	-1	9	-5.3	-1.0	-9	2	-10	2	3
Cc1c(C)n(CC(O)CN2CCCCC2)c2ccccc12 (stereo not given)	2	-5	-3.1	-0.1	-23	-3	2	1	-14
CNC(=O)Cn1c(=O)n(C)c2ccccc21	5	-3	-3.7	-1.7	1	1	15	4	-11
CC(C)CN(CC(C)C)C(=O)Nc1ccc(F)cc1F	0	-1	-0.2	1.7	2	-2	8	3	12
Cc1ccc(C(c2nnnn2CS(=O)(=O)c2ccc(C)cc2)N2CCC(C(N)=O)CC2)cc1 (stereo not given)	2	-8	-1.3	-2.2	9	-2	0	5	-6
CCCCCCC(=O)Oc1ccc(N2C(=O)CCC2=O)cc1	0	14	-3.7	-2.0	22	-1	-2	-1	-25
CN(Cc1cc2ccccc2[nH]c1=O)C(=O)C1CCCCC1	8	3	-3.1	-1.1	-3	-3	12	3	13
Cn1c(=O)c(=O)n(C)c2cc(S(=O)(=O)N3CCCCCC3)ccc21	-2	1	-0.2	-1.3	21	-4	-8	1	13
Cc1ccc(CNC(=O)CN(Cc2ccccc2)S(C)(=O)=O)cc1	3	-1	-5.3	-0.3	18	-3	-4	-1	1
